# Bioassay records deposited in PubChem by several laboratories.
# aSyn 5UTR inh = 5' untranslated region of α-synuclein, MLPCN primary screen; alpha-synuclein 5'UTR reporter, inhibitor activity; inhibition, % (tested at 7.5 µM); hit rate 0.82% among 300,000; AID 1813; in the data active = inhibition above about 60%;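 note: H4 neuroglioblastoma cells stably carrying SNCA 5'UTR luciferase fusion; 0% = DMSO wells and 100% = positive control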
# TRPC4 act = activators of mouse TRPC4 channel; Q9QUQ5; HEK293 TRPC4beta/mu-opioid, Fluo4 calcium fluorescence; hits give high values; B-score at 10 µM; hit rate 0.49% among 310,000; AID 2237;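 active = B-score above 5 SD of library B-scores, and initial fluorescence ratio not above library mean plus 5 SD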;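 note: positive B-score marks a calcium rise read as TRPC4 activation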
#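 Assay system: HEK293 stable line with TRPC4beta plus mu-opioid receptor; schedule: 45 min room-temperature Fluo4 loading, 110 s read; technique: kinetic Fluo4 calcium fluorescence; evaluation: integrated baseline-normalised fluorescence ratio, converted to per-well B score; controls: buffer (low) and maximal DAMGO (high)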
# SKKanGAS inh = blocks kanamycin growth of S. pyogenes SKKanGAS strain. BacTiter-Glo, 6 h. inhibition, % at 7.5 µM. hit rate 1.3% among 300,000;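 active = mean replicate score, as percent of positive control median, at least 50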;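 note: strain carries kanamycin resistance gene driven by streptokinase promoter and grows in 40 µg/ml kanamycin; loss of luminescence reflects streptokinase promoter inhibition or plain growth inhibition; 0% = median of DMSO wells and 100% = positive control at its reference dose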
# MrgX1 antagonist = human MrgX1 receptor antagonism, primary screen. MRGX1-HEK293 calcium flux, Fluo-4, BAM8-22 antagonism; hits give low values. B-score at 10 µM. hit rate 1.3% among 310,000. AID 588676;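 active = calcium-response B-score plate-corrected more than 3 library SD below zero, starting fluorescence within 5 deviations, no agonist response on first addition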;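 note: peak minus trough fluorescence over baseline after final BAM8-22 challenge near maximal dose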
# Target sequence (Q96LB2 whole entry, looked up): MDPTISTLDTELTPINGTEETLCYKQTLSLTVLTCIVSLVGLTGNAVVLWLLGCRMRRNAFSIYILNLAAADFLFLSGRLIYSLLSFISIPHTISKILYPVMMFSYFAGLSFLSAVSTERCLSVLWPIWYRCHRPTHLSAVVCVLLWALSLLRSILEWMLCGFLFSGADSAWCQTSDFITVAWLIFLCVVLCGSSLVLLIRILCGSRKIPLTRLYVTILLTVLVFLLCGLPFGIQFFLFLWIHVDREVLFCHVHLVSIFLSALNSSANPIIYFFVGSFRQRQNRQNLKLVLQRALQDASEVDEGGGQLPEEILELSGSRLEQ
# HIF act = HIF pathway transcriptional activation; U2OS HRE-luciferase reporter, luminescence; normalized: DMSO 0%, desferrioxamine 100%; activation, % at 7.5 µM (by protocol); hit rate 0.32% among 300,000;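 active = mean activation of at least 10% of the iron chelator positive control signal, with at least half of replicates also reaching 10%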
# KLF5 inh = inhibitors of KLF5 expression; inhibition, % at 5 µM; AID 1700; DLD-1 KLF5 promoter-luciferase reporter, luminescence; hit rate 0.23% among 290,000;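 active = inhibition above a per-plate limit of that plate's mean compound inhibition plus 3 SD, cut at about 60% in these data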;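 note: 0% = DMSO wells and 100% = LY294002 at 200 µM; higher means less KLF5 promoter-driven luciferase light; inactives centre near -14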
# IEC-6 tox = IEC-6 cytotoxicity, counter-screen for KLF5 inhibitors; luminescence viability; inhibition, % at 5 µM; hit rate 0.78% among 290,000; in the data active = inhibition above about 22%;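 note: 0% = plate median of test compound wells and 100% = cytotoxic reference compound wells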
# TRPC6 activator = activates the mouse TRPC6 cation channel; Q61143; HEK293-TRPC6 membrane potential dye fluorescence; hits give high values; B-score at 10 µM; hit rate 0.13% among 310,000;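 active = B-score of the integrated fluorescence ratio above library mean plus 3 SD, and starting fluorescence ratio within library mean plus 5 SD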;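 note: higher score means more depolarization so channel activation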
# TRPC4 potent = TRPC4 (mouse) allosteric potentiation; HEK293 TRPC4beta/mu-opioid, DAMGO EC20, Fluo-4 Ca2+ flux; hits give high values; AID 2227; hit rate 0.42% among 310,000; Q9QUQ5; B-score at 10 µM;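 active = B-score of calcium response area above 5 SD of library B-scores, with initial fluorescence ratio within 5 SD of library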;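 note: B-score of integrated fluorescence ratio over time as area under calcium response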
# TRPC4 inh = blocks the mouse TRPC4 cation channel. Q9QUQ5. HEK293 TRPC4beta/mu-opioid, DAMGO-evoked Fluo4 calcium flux; hits give low values. B-score at 10 µM. hit rate 0.39% among 300,000;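 active = B-score over 3 SD under the library average, no early fluorescence shift, positive overall ratio signal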
#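 Material: HEK293 cells with stable TRPC4beta plus mu-opioid receptor expression / Probe or stimulus: DAMGO in two steps, submaximal then maximal / Compound: single concentration per test compound / Technique: kinetic Fluo4 fluorescence imaging of calcium influx / Read-out: per-well B score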
# TRPC6 inh = blocks the mouse TRPC6 cation channel; B-score at 10 µM; HEK293-TRPC6, membrane potential dye, ACh-evoked depolarization; hits give low values; hit rate 1.1% among 310,000;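 active = B-score under library mean minus 3 SD, initial fluorescence not abnormally high, positive integrated signal ratio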;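 note: B-score derived from integrated fluorescence ratio over the kinetic read; more negative B-score means stronger inhibition of depolarization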
# Active calls of the source: *; i = inactive; · = no result given. Compounds were not picked by outcome; 5.8% or so of the library scored in one or more.
SMILES,aSyn 5UTR inh,TRPC4 act,SKKanGAS inh,MrgX1 antagonist,HIF act,KLF5 inh,IEC-6 tox,TRPC6 activator,TRPC4 potent,TRPC4 inh,TRPC6 inh
COc1ccc([N+](=O)[O-])cc1N(CC(O)CN(C)C)S(=O)(=O)c1ccccc1 (stereo not drawn),15,i,-4,i,-0.5,-8,-8,i,i,i,i
COc1ccc(C(=O)NCC(=O)OCC(=O)Nc2ccc(C)c(S(=O)(=O)N(C)C)c2)cc1OC,1,i,-3,i,-0.4,17,4,i,i,i,i
CN(C)c1cccc(C(=O)OCC(=O)NCc2ccco2)c1,-20,i,-2,i,1.2,-20,5,i,i,i,i
O=C(CSc1nc2ccc(Cl)cc2[nH]1)NC1CCCC1,-4,i,0,i,-0.7,1,7,i,i,i,i
Cc1cc(C)c(C#N)c(SCCN2CCCCC2)n1,-10,i,4,i,0.8,-24,0,i,i,i,i
O=C(CSc1n[nH]c(-c2cccnc2)n1)Nc1ccc(Br)cc1,-15,i,2,i,0.2,6,5,i,i,i,i
Cc1ccc(C(C(=O)NC2CCCCC2)N2CCC3(CC2)OCCO3)cc1 (stereo not drawn),3,i,-2,i,0.0,1,-4,i,i,i,i
Cn1cc(/C=N/n2cnc3sc4c(c3c2=O)CCCC4)c2ccccc21,-8,i,-1,i,1.5,2,4,i,i,i,i
O=C(CCCN1C(=O)CCC1=O)Nc1cccc(C(F)(F)F)c1,-8,i,0,i,-0.4,-31,-4,i,i,i,i
COc1cccc(CNC(=O)Cn2ncn3cccc3c2=O)c1OC,28,i,0,i,0.0,-47,1,i,i,i,i

# Quoted at random: three compounds from above.
SMILES,aSyn 5UTR inh,TRPC4 act,SKKanGAS inh,MrgX1 antagonist,HIF act,KLF5 inh,IEC-6 tox,TRPC6 activator,TRPC4 potent,TRPC4 inh,TRPC6 inh
Cc1cc(C)c(C#N)c(SCCN2CCCCC2)n1,-10,i,4,i,0.8,-24,0,i,i,i,i
O=C(CCCN1C(=O)CCC1=O)Nc1cccc(C(F)(F)F)c1,-8,i,0,i,-0.4,-31,-4,i,i,i,i
COc1ccc(C(=O)NCC(=O)OCC(=O)Nc2ccc(C)c(S(=O)(=O)N(C)C)c2)cc1OC,1,i,-3,i,-0.4,17,4,i,i,i,i

# Other entries follow:
SMILES,aSyn 5UTR inh,TRPC4 act,SKKanGAS inh,MrgX1 antagonist,HIF act,KLF5 inh,IEC-6 tox,TRPC6 activator,TRPC4 potent,TRPC4 inh,TRPC6 inh
COc1cccc(C2CC(c3ccc(Cl)cc3)Nc3nc(N)nn32)c1 (stereo not drawn),13,i,1,i,0.2,-11,-2,i,i,i,i
O=C(NNC(=S)Nc1ccc(F)cc1)C1CC1c1ccc(Cl)cc1 (stereo not drawn),23,i,-5,i,0.2,7,4,i,i,i,i
O=C(COc1ccc(Br)cc1Cl)N1CCN(c2ccccn2)CC1,-13,i,4,i,0.3,-17,-4,i,i,i,i
CC(=O)NC1C(Oc2ccc3c(C)cc(=O)oc3c2)OC(COC(C)=O)C(OC(C)=O)C1OC(C)=O (stereo not drawn),6,i,-8,i,-0.3,-11,1,i,i,i,i
O=C(COC(=O)c1ccc(S(=O)(=O)N2CCCC2)cc1)NCc1ccco1,4,i,-4,i,0.3,-16,0,i,i,i,i
CCCCn1c(N)c(N(CCOC)C(=O)CCCc2nc3ccccc3s2)c(=O)[nH]c1=O,14,i,11,i,-0.2,·,·,i,i,i,i
Cc1ccc(NC(=O)COC(=O)c2cccnc2Cl)cc1S(=O)(=O)N1CCCCC1,6,i,9,i,-0.1,-13,0,i,i,i,i
Cc1ccccc1Cn1ccc(NC(=O)c2nc3ncccn3n2)n1,-6,·,-2,-5.7*,0.9,-41,-5,·,·,·,·
CC1=CN2C(=N)/C(=C/c3ccc([N+](=O)[O-])o3)C(=O)N=C2S1,-56,i,15,i,1.9,-16,-21,i,i,i,i
Nc1nc(CSC(=S)N2CCN(c3ccccc3)CC2)nc(Nc2ccc(F)cc2)n1,-6,i,15,i,-0.3,-12,-2,i,i,i,i
COc1ccc(C(=O)OCC(=O)Nc2ccc(Cl)c(C(F)(F)F)c2)c(OC)c1OC,12,i,-5,i,-0.1,-7,1,i,i,i,i
CC(C)(C)C(=O)Nc1ccccc1C(=O)NCc1cccnc1,-4,i,-1,i,-3.7,-15,-4,i,i,i,i
Cc1ccc(NC(=O)Nc2ccc3c(c2)C(=O)OC3)cc1Cl,-83,i,-2,i,0.6,-6,-1,i,i,i,i
COc1cccc(OC)c1-c1nn(-c2ncc(C(F)(F)F)cc2Cl)c(=O)o1,-2,i,-2,i,0.4,-18,1,i,i,i,i
Cc1ccc(OCC(=O)Nc2ccc3c(c2)nc(CCN2CCCCC2)n3C)cc1,18,i,-5,i,1.0,-22,1,i,i,i,i
O=C(NC(Cc1c[nH]c2ccccc12)C(=O)OCC(=O)c1cccc2ccccc12)c1cccs1 (stereo not drawn),-21,i,17,i,0.0,-4,0,i,i,i,i
Cn1c(N/N=C\c2cccc(O)c2)cc(=O)n(C)c1=O,-39,i,0,i,-0.3,28,10,i,i,i,i
O=C(CN(Cc1ccccc1)S(=O)(=O)c1ccccc1)N1CCOCC1,23,i,9,i,0.0,-3,6,i,i,i,i
O=C(c1cccc(Oc2ccc([N+](=O)[O-])cc2Cl)c1)N1CCOCC1,-5,i,0,i,-0.2,-42,6,i,i,i,i
Cc1ccc(N(CC(=O)NCc2cccnc2)S(C)(=O)=O)cc1C,9,i,0,i,-1.1,-41,-2,i,i,i,i
CCC(C)(C)n1nnnc1C(c1ccc2ncccc2c1)N1CCN(Cc2ccc3c(c2)OCO3)CC1 (stereo not drawn),-4,i,-3,i,0.3,-31,-2,i,i,i,i
COc1cccc(C2NC(=O)NC(C)=C2C(=O)OCC2CCCCC2)c1 (stereo not drawn),16,i,7,i,-0.8,-18,-3,i,i,i,i
CC(C)Cn1c(=S)[nH]c2cc(C(=O)O)ccc2c1=O,-21,i,6,i,·,-20,-4,i,i,i,i
COC(CNC(=O)C1CCN(S(=O)(=O)c2ccc3nc4c(c(C(=O)O)c3c2)CC(C)CC4)CC1)OC (stereo not drawn),35,i,-1,i,-0.1,-16,-7,i,i,i,i
COc1cc(S(=O)(=O)NCCN2CCOCC2)c(OC)cc1Cl,-2,i,4,i,-2.2,-20,0,i,i,i,i
CCc1ccc2nc(SCC(=O)Nc3nnc(C)s3)c(C)cc2c1,2,i,-6,-6.2*,0.3,-35,2,i,i,i,i
CCC(=O)Nc1sc(C(=O)N2CCCCC2)c(C)c1C#N,-2,i,10,i,0.0,-2,0,i,i,i,i
CCOCc1nnc(NC(=O)COC)s1,-4,i,-4,i,0.1,11,11,i,i,i,i
C/C(=N\NC(=O)c1ccc([N+](=O)[O-])cc1)c1cc2ccccc2oc1=O,-20,i,0,i,8.8,0,-3,i,i,i,i
CCOC(=O)c1c(NC(=O)COC(=O)CCS(=O)(=O)c2ccc(C)cc2)sc(C)c1C,35,i,10,i,0.1,-2,-5,i,i,i,i
CCc1ccc(-c2nc(SCC(=O)NC3CCCC3)n[nH]2)cc1,24,i,-4,i,-1.5,-28,-5,i,i,i,i
CCS(=O)(=O)c1ccc(S(=O)(=O)CC)s1,-7,i,4,i,-0.5,-48,-3,i,i,i,i
C=CCOc1nc2sc(C)c(C)c2c(=O)n1-c1ccccc1,17,i,0,i,-0.9,-7,-5,i,i,i,i
O=C(Cc1ccc(F)cc1)NCC1CCCO1 (stereo not drawn),-8,i,-2,i,-0.2,-42,2,i,i,i,i
CC(=O)N1c2ccc(S(=O)(=O)N3c4ccccc4CC3C)cc2CC1C (stereo not drawn),3,i,2,i,-0.9,-22,0,i,i,i,i
O=C(NCC(=O)N(Cc1cccs1)C(C(=O)NC1CCCCC1)c1ccncc1)c1ccco1 (stereo not drawn),-18,i,2,i,-0.3,-31,0,i,i,i,i
CCN1C(=O)[C@H]2[C@@H](c3ccc(-c4cccc(Cl)c4)c(OC)c3)N[C@@](Cc3ccccc3)(C(=O)OC)[C@H]2C1=O,25,i,19,i,-0.3,·,·,i,i,i,i
O=C(N1CCN(Cc2ccc3c(c2)OCO3)CC1)C(Cl)(Cl)Cl,-24,i,-15,i,-0.3,-41,1,i,i,i,i
Cc1ccccc1/C=N/Nc1nc2ccccc2c(=O)n1O,-129,i,3,i,1.6,-27,-7,i,i,i,i
N#C/C(=C\c1c(N2CCCCCC2)nc2ccccn2c1=O)C(=O)NCc1ccco1,38,i,1,i,-0.1,-3,-2,i,i,i,i
Cc1cccc(CSCCNC(=O)CCSc2ccccc2)c1,35,i,-8,i,-0.5,-3,-7,i,i,i,i
CSc1ccccc1OCc1cc(C(=O)N(C)C2CCCc3ccccc32)no1 (stereo not drawn),5,i,14,i,0.6,-29,-2,i,i,i,i
N#C/C(=C\c1ccc(C(=O)O)cc1)S(=O)(=O)c1cc(Br)ccc1Br,-21,i,0,i,0.3,5,-7,i,i,i,i
Fc1ccc(Cn2nnnc2C(c2cccs2)N2CCCCCC2)cc1 (stereo not drawn),-8,i,-15,i,·,18,3,i,i,i,i
Cc1ccc(S(=O)(=O)N/N=C\c2ccc([N+](=O)[O-])o2)cc1,8,i,-3,i,0.0,-53,-1,i,i,i,i
CO/N=C/c1cc([N+](=O)[O-])ccc1Sc1ccc(C)cc1,-5,i,5,i,0.1,-34,-9,i,i,i,i
Oc1cccc(CN2CCCCC2)c1,27,i,-1,i,-2.1,-13,2,i,i,i,i
CSc1cccc(NC(=O)N2CCc3ccc(NC(=O)c4ccccn4)cc3C2)c1,5,i,-4,i,-1.6,-128,2,i,i,i,i
C=CCC1(CC=C)CCCN1C(=O)CC1C(=O)NCCN1Cc1cccc(OC)c1 (stereo not drawn),-1,i,-1,i,-0.1,-39,2,i,i,i,i
CCOC(=O)c1c(CSc2ccc(C)cc2)n(C)c2cc(Br)c(O)c(CN(C)C)c12,-15,i,16,i,0.9,-16,-1,i,i,i,-5.9*

# (cont.)
SMILES,aSyn 5UTR inh,TRPC4 act,SKKanGAS inh,MrgX1 antagonist,HIF act,KLF5 inh,IEC-6 tox,TRPC6 activator,TRPC4 potent,TRPC4 inh,TRPC6 inh
CN(C)c1ccc(CN(C(=O)COc2ccc(F)cc2)C2CCS(=O)(=O)C2)cc1 (stereo not drawn),8,i,-1,i,-0.2,-20,2,i,i,i,i
COCCCNC(=O)CCc1nc2cccnc2n1Cc1ccc(OC)cc1,2,i,-6,i,-0.4,-19,-1,i,i,i,i
COC(=O)COc1ccccc1C(=O)Nc1ccc(OC)cc1,2,i,-3,i,-0.5,-34,1,i,i,i,i
CN(Cc1nc(-c2ccncc2)no1)S(=O)(=O)c1ccc(Cl)cc1,-6,i,0,i,0.0,-6,-5,i,i,i,i
O=C(Nc1cccs1)Nc1ccccc1Cl,-71,i,4,i,1.5,-21,8,i,i,i,i
